ATXN2 expr inh = reduces ATXN2 reporter expression in HEK-293 cells. Potency, µM (top dose mostly 57 µM), for inactives: top-dose activity change, negative = inhibition, hits mostly inhibitors. HEK-293 ATXN2-luciferase reporter, luminescence, 24 h. AID 1745845. actives 0.72% (n = 360,000); also: nearly all actives have a fitted effect of over 55% in size
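ATXN2-luciferase reporter cells (luciferase flanked by upstream and downstream ATXN2 gene portions) were treated 24 h at 37 °C with compounds at up to 57 uM. SteadyGlo luminescence gave expression; GF-AFC fluorescence gave viability.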
KB-3-1 tox = KB-3-1 parental cell cytotoxicity | KB-3-1 viability, CellTiter-Glo ATP luminescence, 72 h | AID 1347075 | actives 1.4% (n = 400,000) | Potency, µM (doses to about 46.1 µM), inactives show at the highest dose activity change, negative = cytotoxic, actives largely listed as cytotoxic; also: nearly all actives have a fitted effect of over 60% in size
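Viability of parental KB-3-1 cells, measured by CellTiter-Glo luminescence, followed a 72 h incubation at 37 °C with pinned compounds in phenol-red-free DMEM containing 10% FBS.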
KB-V1 MDR tox = KB-V1 MDR subline cytotoxicity. AID 1347076. KB-V1 MDR cells viability, CellTiter-Glo, 72 h. actives 3.4% (n = 400,000). Potency, µM (titrated, usually from 46.1 µM), for inactives: top-dose activity change, negative = cytotoxicity, hits mostly cytotoxic; also: nearly all actives have a fitted effect of over 60% in size
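Potencies derive from concentration-effect curves fitted to normalized luminescence (CellTiter-Glo) of KB-V1 cells treated for 72 h at 37 degrees C in phenol-red-free DMEM containing 10% FBS.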
Starred values were filed as active, the others as inactive; ? = inconclusive; [ ] = remark or other dose. Calls follow the shape of the dose curve; as a rule, active = well fitted curve in the direction sought with a large enough effect; inconclusive = small, poorly fitted or top-dose-only effect, or another doubt; inactive = no such curve, though single readings can be large; an effect the other way counts as inactive or inconclusive. % is scaled to controls: 0 for no effect and ±100 for the full control effect; potency is read from the fitted curve at half-maximal effect. Only part of the results is shown; rates above refer to the full screens.

SMILES	ATXN2 expr inh	KB-3-1 tox	KB-V1 MDR tox
CCc1cccc(CC)c1NC(=O)C(CC)n1nc(C)n2c(cc3cc(C)ccc32)c1=O (stereo not given)	15%	5%	-2%
CN(C)S(=O)(=O)c1ccc2c(c1)N(CC(=O)N1CCN(c3ccc(F)cc3)CC1)CCS2	-4%	-4%	?
Cc1ccc2c(c1)c(=O)c(C(=O)c1ccc3c(c1)OCO3)cn2Cc1ccc(Cl)cc1	-27%	-7%	8%
CCOC(=O)c1cc(-c2ccc(C)cc2)n(CC(=O)Nc2cccc(C(C)=O)c2)c1C	-7%	-1%	-14%
Cc1ccc(CCNc2nc3ccccc3c3nc(-c4cccnc4)nn23)cc1	-7%	6%	1%
CCOc1ccc(NC(=O)NCc2ccc3c(c2)CCN3C(C)=O)cc1	-9%	-2%	-2%
Cc1cn2c(=O)cc(COC(=O)c3ccccc3F)nc2s1	14%	9%	16%
Cc1nn(C)c2c1c(C(F)(F)F)cc(=O)n2Cc1ccc(Br)cc1F	-2%	8%	-1%
Cc1ccc(Cl)cc1-n1ncc2c(N3CCCCCC3)ncnc21	?	-10%	-28%
COCCCNC(=O)c1nn(C)c2c1CS(=O)(=O)c1ccccc1-2	13%	7%	-5%
CCc1c(C)sc2c1CCN(Cc1ccccc1)C2c1ccccc1 (stereo not given)	?	?	16%
Cc1cc(C)c(Cn2c(C)c(CNCc3ccccc3C)c(C(=O)O)c2C)c(C)c1	-9%	-18%	-1%
Cc1ccc(Cl)cc1NC(=O)Cn1c(=O)n(Cc2ccc(C(=O)NCc3ccc4c(c3)OCO4)cc2)c(=O)c2ccccc21	-4%	7%	19%
Cc1ccc(Nc2ncc(C(=O)N3CCN(c4ccc(F)cc4)CC3)c3ccccc23)cc1Cl	-6%	-17%	-17%
COc1cc(C(=O)NCCc2sc(-c3ccc(C)cc3)nc2C)cc(OC)c1OC	-15%	10%	-32%
O=C(NCc1ccccc1Cl)c1ccc(NC(=O)N2CCSc3ccccc32)cc1	5%	2%	2%
Cc1nc(SCC(=O)Nc2ccc(C(=O)O)cc2)n[nH]1	3%	-1%	17%
Cc1cc(C)n(-c2nc3cc(Cl)ccc3nc2Nc2ccc(C)c(F)c2)n1	12%	12%	23%
Cc1ccccc1Nc1c(-c2cccc(O)c2)nc2ccc(Br)cn12	?	-1%	?
COc1ccc(-c2cc(C(=O)Oc3ccccc3)c3cc(C)ccc3n2)cc1	?	?	?
Cc1ccc2c(c1)c(=O)c1ccccc1n2CCCC(=O)Nc1ccc(C)c(C)c1	?	?	-21%
Cc1ccccc1-c1noc(CSc2nnc(-c3ccncc3)n2-c2ccc(F)cc2)n1	-31%	-9%	-26%
NS(=O)(=O)c1ccc(NC(=O)CN2C(=O)COc3ccc(Cl)cc32)cc1	-6%	19%	15%
CCc1ccc(CNC(=O)c2cc3c(=O)oc4ccc(C)cc4c3s2)cc1	10%	9%	?
CCOC(=O)c1cccc(NC(=O)CCS(=O)(=O)c2ccc3c(c2)CCN3C(=O)CC)c1	3%	-8%	3%
More structures follow.
SMILES	ATXN2 expr inh	KB-3-1 tox	KB-V1 MDR tox
Cc1cc(OCC(=O)Nc2sc3c(c2C(N)=O)CCCC3)ccc1C(C)C	5%	10%	?
CCCN(C(=O)c1cc2c(=O)oc3ccccc3c2s1)c1cccc(Cl)c1	12%	-1%	-10%
Cc1ccc(NC(=O)/C=C/c2ccc(C)o2)c(C)c1	30%[activator]	12%	13%
Cc1cc2ccccc2n1CCNC(=O)c1ccccc1F	10%	-3%	27%
COc1ccccc1N1CCN(c2ncnc3c2cnn3-c2ccc(C)cc2)CC1	1%	-1%	12%
O=C(CN(c1cc(C(F)(F)F)ccc1Cl)S(=O)(=O)c1ccccc1)NCCc1ccccc1	-31%	-6%	-9%
CCOc1ccc(-c2ncnn2-c2sc3c(c2C#N)CCCCC3)cc1	11%	0%	5%
O=C(Nc1cccc(C(F)(F)F)c1)c1cc(-c2ccc3c(c2)OCCO3)on1	-9%	-28%	-3%
CCOc1ccccc1C(=O)N(Cc1cc(OC)c(OC)c(OC)c1)c1ccccn1	-8%	-2%	?
Cc1cccc(NC(=O)Cn2c(=O)n(Cc3ccc(C(=O)NCc4ccc5c(c4)OCO5)cc3)c(=O)c3ccccc32)c1	14%	-2%	?
CCOc1ccc(C(=O)c2cn(Cc3ccccc3)c3c(F)cc(F)cc3c2=O)cc1	0%	-12%	-6%
Oc1c(C(c2ccc(F)cc2)N2CCOCC2)sc2nc(-c3ccco3)nn12 (stereo not given)	10%	13%	?
COc1cc(Cl)c(NC(=O)c2cc(S(=O)(=O)N3CCOCC3)cn2C)c(OC)c1	7%	-4%	0%
Cc1cccc(NC2=CC(c3cccc(Br)c3)N(c3cccc(C)c3)C2=O)c1 (stereo not given)	20%	-2%	-10%
CN(C)C1(CNC(=O)COc2cccc(Cl)c2)CCCCC1	4%	0%	?
CC(C)c1ccc(C(=O)Nc2cc(-c3ccccc3F)nn2-c2ccccc2)cc1	6%	-7%	10%
COc1ccc(-n2nc(C(=O)NCc3ccc(F)cc3Cl)c3c4ccccc4n(C)c3c2=O)cc1Cl	6%	11%	?
CCc1ccc(C(=O)c2cn(CC(=O)Nc3ccc(Cl)cc3)c3cc4c(cc3c2=O)OCO4)cc1	-30%	-29%	-25%
CCOC(=O)c1c(S(=O)(=O)NCC(=O)Nc2ccc(F)cc2C)c(C)n(C)c1C	10%	-17%	0%
CCOc1ccccc1CNC(=O)C1CCN(Cc2cc3ccccc3n2Cc2ccccc2)CC1	6%	1%	-9%
Cc1cccc(-c2nn3c(=O)cc(CN4CCN(C(=O)/C=C/c5ccccc5)CC4)nc3s2)c1	8%	-1%	2%
Nc1nc(Nc2ccccc2F)sc1C(=O)c1ccc(Cl)cc1	28%	1%	2%
O=C(Nc1ccc(Cl)c(-c2nc3cc(Cl)ccc3o2)c1)c1cc2ccccc2o1	39%	5%	15%
COc1ccc(N2CCN(CCCNC(=O)c3cc(Nc4ccc(OC)cc4OC)nc4ccccc34)CC2)cc1	?	-29%	?
Cc1cc2nc(-c3cccc(NC(=O)COc4ccc(Cl)c(C)c4)c3)oc2cc1C	102%[activator]	4%	?
More entries
SMILES	ATXN2 expr inh	KB-3-1 tox	KB-V1 MDR tox
CCOc1ccc(CCNC(=O)c2cn(C)c3ccc(S(=O)(=O)N4CCCCC4)cc3c2=O)cc1OCC	16%	-12%	-1%
O=C(CSc1nc2c([nH]c3ccccc32)c(=O)n1-c1ccc(F)cc1)Nc1ccc2c(c1)OCO2	0%	-6%	-12%
O=c1oc2ccccc2cc1-c1cn2cc(Cc3ccc(Br)cc3)sc2n1	-7%	?	-17%
CCOc1ccccc1-c1noc(CSc2nnc(-c3ccncc3)n2-c2ccc(F)cc2)n1	-18%	-15%	0%
Cc1ccc(Cl)cc1NC(=O)C(C)n1nc(-c2ccccc2)ccc1=O (stereo not given)	-3%	4%	0%
Clc1ccc2c(c1)-n1cc(-c3ccccc3)nc1CO2	24%	3%	-24%
Nc1ccccc1N	72%[activator][116 µM]	7%	13%
CCN1C(=O)C(Cc2nc3ccccc3c(=O)n2-c2cccc(C)c2)c2ccccc21 (stereo not given)	-5%	3%	6%
O=C(Nc1nnc(S(=O)(=O)N2CCCc3ccccc32)s1)c1cccc(F)c1	?	?	-6%
Cc1ccc(Cl)cc1N1CCN(CCCNC(=O)C2COc3ccccc3C2)CC1 (stereo not given)	-19%	21µM*	-34%
COc1ccc(Cl)cc1NC(=O)c1cc(S(=O)(=O)N2CCC(C)CC2)cn1C	2%	4%	26%
COc1ccc(-c2cc(OC(=O)c3ccccc3)c3c(C)oc(C)c3c(=O)c2)cc1OC	-1%	7%	16%
Cc1cc(C)c(NC(=O)Cn2c(=O)n(CC(=O)NCc3ccccc3Cl)c(=O)c3sccc32)c(C)c1	-5%	3%	-5%
CCN(CC)CCOC(=O)c1ccc(Nc2c3c(nc4ccccc24)CCC3)cc1	?	0%	-16%
CCCSc1ncnc2c1c(-c1ccccc1)cn2-c1ccccc1OC	-5%	-14%	?
O=C(Nc1cccc(C(F)(F)F)c1)c1ccc2c(c1)nnn2C1CCCC1	-21%	12%	3%
COC(=O)c1scc(-c2ccccc2)c1S(=O)(=O)Nc1ccc(C)c(Cl)c1	?	?	?
COc1ccc(NCc2cc3cc4c(cc3n(CC(=O)Nc3ccc(C)cc3C)c2=O)OCO4)cc1	4%	13%	-10%
Cc1ccc(NC(=O)Cn2c(=O)cc(-c3ccccc3)c3c(C)nn(C)c32)c(Cl)c1	10%	-2%	-10%
Cc1ccccc1/C=C(\C#N)c1nc(-c2ccc(Cl)cc2)cs1	7%	6%	?
Cc1cccc(Cc2cnc(NC(=O)C3Cc4ccc(C)cc4C(=O)O3)s2)c1 (stereo not given)	5%	12%	10%
CCCn1c2ccccc2c2cnn(CC(=O)NCCc3cc(OC)ccc3OC)c(=O)c21	-3%	6%	-4%
Cc1nc2sc(C(N)=O)c(N)c2c(-c2ccc(Br)cc2)c1C(=O)Nc1ccc(Cl)cc1	32µM*	-7%	?
CN(C(=O)c1ccc2c(c1)N(Cc1ccccc1F)C(=O)c1ccccc1S2(=O)=O)C1CCCCC1	0%	-10%	?
CCC(C)NC(=O)c1cccc(NC(=O)c2nsc3ccccc23)c1 (stereo not given)	10%	10%	0%
Other records follow.
SMILES	ATXN2 expr inh	KB-3-1 tox	KB-V1 MDR tox
Cc1cccc(-c2nc3c(cnn3-c3ccccc3)c(=O)n2-c2ccc(Cl)cc2)c1	13%	?	-25%
COc1cc(C2Oc3nc(SC)nnc3-c3ccccc3N2C(C)=O)cc(Cl)c1OC (stereo not given)	1%	9%	1%
O=C(CN1C(=O)C2CCCCN2c2ccc(C(=O)N3CCCC3)cc21)NCc1ccccc1F (stereo not given)	-8%	1%	12%
CCc1cnc2c(c1SCC(=O)c1ccc(OC)cc1)c(=O)n(C)c(=O)n2C	2%	-25%	-11%
COC(=O)c1sc(NC(=O)/C=C/c2ccc(OC)c(OC)c2)c(C(=O)OC)c1C	-6%	0%	13%
O=C(O)c1ccc(NC(=O)c2ccc(Br)c(S(=O)(=O)N3CCCC3)c2)cc1	13%	1%	21%
Cc1cc(Br)ccc1NC(=O)COc1cc(=O)n(C)c2ccccc12	-1%	3%	-7%
COCCCNC(=O)CCc1c(C)nc2cc(-c3ccc(Cl)cc3)nn2c1C	?	-9%	15%
CC(C)c1ccc(S(=O)(=O)N2CCN(Cc3cccc(F)c3)CC2)cc1	-6%	-16%	-1%
COc1ccc(NC(=O)c2c(NCc3ccc(C)o3)sc3c2CCC(C)C3)c(OC)c1 (stereo not given)	-34%	3%	-4%
COC(=O)c1c(-c2ccc(Cl)cc2)noc1N1CCN(c2ccccc2OC)CC1	5%	18%	18%
Cc1ccccc1C(=O)Nc1nnc(S(=O)(=O)N2CCc3ccccc32)s1	13%	2%	10%
COc1ccc(OCC(=O)Nc2c(C(=O)N3CCN(c4ccccc4)CC3)oc3ccccc23)cc1	2%	11%	-14%
Cc1ccc(S(=O)(=O)Cc2ccc(C(=O)NCCc3ccc(Cl)cc3)o2)cc1	?	-12%	-11%
CCOc1ccc(C(=O)Nc2cc(-c3nc4ccccc4s3)ccc2OC)cc1	12%	?	7.3µM*
Cc1cccc2cc(CN(C(=O)c3cccc(Cl)c3)c3ccccc3)c(=O)[nH]c12	12%	12%	0%
CCC(=O)N1c2ccccc2CC1C(=O)NCc1ccccc1C (stereo not given)	1%	1%	-6%
COc1ccc(N2CCN(CC(O)COc3ccc(C(C)(C)C)cc3)CC2)cc1 (stereo not given)	7%	-23%	-16%
COCCCNc1nc2c(c(=O)n(C)c(=O)n2C)n1Cc1ccccc1	-5%	-2%	16%
CCN1CCN(c2csc3ccc(C)cc3c2=O)CC1	41%[activator]	9%	?

Screens (PubChem)
